# From PubChem
# KCNQ1 block: human KCNQ1 channel inhibition. P51787. CHO-K1 KCNQ1, FluxOR thallium flux fluorescence; active compounds read high. B-score at 10 µM. 1.3% of 310,000 active. AID 2642;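 active means compounds whose thallium flux B-score, printed positive for inhibition, exceeds three library SD while starting fluorescence stays within three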;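 further: channel opened by potassium depolarization with thallium stimulus after 20 min compound exposure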
# HDAC3 inh: blocks human histone deacetylase 3; 0.15% of 320,000 active; recombinant HDAC3, fluorogenic peptide/trypsin coupled, fluorescence; O15379; inhibition, % at 8.3 µM; in the data active means inhibition above about 26%, passing the limit was not always enough; inconclusive means no clear call, values can overlap the other calls
# Target sequence (O15379 whole entry, looked up): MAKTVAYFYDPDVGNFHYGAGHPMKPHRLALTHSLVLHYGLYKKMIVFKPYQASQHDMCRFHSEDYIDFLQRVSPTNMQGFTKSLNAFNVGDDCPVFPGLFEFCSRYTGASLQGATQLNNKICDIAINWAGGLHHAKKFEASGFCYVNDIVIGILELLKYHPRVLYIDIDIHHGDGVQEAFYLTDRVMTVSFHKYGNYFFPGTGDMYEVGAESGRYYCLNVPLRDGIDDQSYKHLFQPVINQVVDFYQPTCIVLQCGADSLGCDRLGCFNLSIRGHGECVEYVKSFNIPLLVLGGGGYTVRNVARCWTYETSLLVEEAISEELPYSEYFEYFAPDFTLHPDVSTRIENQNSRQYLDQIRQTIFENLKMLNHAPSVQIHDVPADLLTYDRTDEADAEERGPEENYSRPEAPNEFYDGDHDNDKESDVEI
# KCNQ1 pot: potentiates or activates the human KCNQ1 potassium channel | P51787 | CHO-K1 KCNQ1, thallium flux FluxOR fluorescence; active compounds read high | B-score at 10 µM | 0.35% of 310,000 active;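 active means fluorescence ratio B-score, a plate-corrected score, at least three library SD, with initial intensity B-score within 5 SD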
#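 Assay system: stable KCNQ1 CHO-K1 line; medium: assay buffer, equal DMSO in all wells; timing: 90 min dye loading and 20 min compound exposure, both at room temperature; technique: kinetic FluxOR thallium fluorescence, 10-s 1-Hz baseline, 110-s post-stimulus read; read-out basis: B score of baseline-normalized fluorescence ratio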
# KCNK3 inh: human KCNK3 channel inhibition, primary screen; O14649; CHO-KCNK3 thallium flux, FluxOR fluorescence; active compounds read low; B-score at 10 µM; 0.84% of 340,000 active; AID 602410;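 active means B-score under library mean minus 4 SD, starting fluorescence ratio at most library mean plus 5 SD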;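 further: more negative B-score means stronger inhibition of thallium flux through KCNK3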
# TMEM16A inh: mouse TMEM16A channel inhibition, primary screen. AID 588511. HEK293 TMEM16A/YFP iodide influx fluorescence, ionomycin. normalized B-score (activity score, 25-100; higher = stronger inhibition) at 10 µM. 1.2% of 310,000 active. Q8BHY3;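 active means ratio plate-corrected score three or more library SD toward inhibition, starting fluorescence score within five deviations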;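 further: score derived from kinetic fluorescence span divided by baseline fluorescence per well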
# RGS4 inh: human RGS4 inhibition; P49798; HEK293 M3R/RGS4 inducible, Fluo-4 calcium flux; active compounds read high; triggered by carbachol at its EC20; B-score at 10 µM; 0.45% of 310,000 active;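 active means B-score, a plate-corrected calcium signal, over three deviations above library mean, with baseline fluorescence within five deviations of library mean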;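 further: RGS4 expression induced by doxycycline in cells with stable M3 receptor; B-score is computed from the integrated fluorescence ratio over baseline after carbachol; higher B-score means a larger calcium signal and so more RGS4 inhibition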
# Target sequence (P49798 whole entry, looked up): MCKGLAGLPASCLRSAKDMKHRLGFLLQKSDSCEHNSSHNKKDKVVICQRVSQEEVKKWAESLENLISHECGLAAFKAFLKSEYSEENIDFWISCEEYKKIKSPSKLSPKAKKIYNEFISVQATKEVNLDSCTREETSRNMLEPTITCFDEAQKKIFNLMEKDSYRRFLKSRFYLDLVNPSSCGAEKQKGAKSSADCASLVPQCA
# hERG protect: shields human hERG channel from block by proarrhythmic agents; AID 1511; activation (rescue from dofetilide block), less the hit threshold, % at 10 µM; 0.51% of 310,000 active; CHO-hERG, FluxOR thallium flux, dofetilide IC70 present;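 active means activation above the mean of controls blocked by dofetilide plus 5 SD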;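 further: thallium influx through hERG after potassium depolarization seen as dye fluorescence rise; in these data hits start at about 4.7%; inactives centre near -7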
# SKKanGAS inh: SKKanGAS growth inhibition. AID 1662. inhibition, % at 7.5 µM. S. pyogenes SKKanGAS, kanamycin growth, BacTiter-Glo, 6 h. 1.3% of 300,000 active;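 active means mean replicate score, as percent of positive control median, at least 50; inconclusive means mean below 50 but one replicate at or above 50; inactive means mean and every replicate below 50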;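 further: strain carries kanamycin resistance gene driven by streptokinase promoter and grows in 40 µg/ml kanamycin; loss of luminescence reflects streptokinase promoter inhibition or plain growth inhibition; 0% = median of DMSO wells and 100% = positive control at its reference dose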
# KCNK9 inh: inhibitors of human KCNK9 two-pore domain potassium channel. 1.2% of 310,000 active. Q9NPC2. B-score at 10 µM. HEK293 KCNK9, FluxOR thallium flux fluorescence; active compounds read low. AID 488922;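 active means ratio B-score over 3 SD below the library mean, with starting fluorescence within 5 SD of its mean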;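 further: negative B-score means less thallium flux so channel inhibition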
# Target sequence (Q9NPC2 whole entry, looked up, the tested form may be a part): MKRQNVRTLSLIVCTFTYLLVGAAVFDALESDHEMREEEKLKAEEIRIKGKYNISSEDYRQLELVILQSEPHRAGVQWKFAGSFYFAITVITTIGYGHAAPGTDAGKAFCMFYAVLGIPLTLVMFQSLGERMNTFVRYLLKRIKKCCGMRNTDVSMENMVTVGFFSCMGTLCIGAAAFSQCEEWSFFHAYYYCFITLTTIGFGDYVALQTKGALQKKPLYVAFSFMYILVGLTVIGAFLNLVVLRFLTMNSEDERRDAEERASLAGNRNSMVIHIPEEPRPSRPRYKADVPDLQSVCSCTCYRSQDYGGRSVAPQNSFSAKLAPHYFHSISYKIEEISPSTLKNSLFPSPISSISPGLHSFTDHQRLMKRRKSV
# RGS4 pot: RGS4 potentiation or activation; HEK293 M3R/inducible RGS4, carbachol calcium flux Fluo4; active compounds read low; B-score at 10 µM; 0.92% of 310,000 active;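 active means B-score of the integrated calcium signal more than 4 SD below the library mean, with starting fluorescence not abnormally high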;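 further: negative B-score means reduced calcium response which marks RGS4 activation or potentiation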
#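 Assay system: Inducible-RGS4 HEK293 cells carrying M3 receptor | Schedule: Compound preincubation 20 min at room temperature before agonist | Signal: Kinetic calcium fluorescence imaging with Fluo4-AM dye, 2 µM | Read-out basis: B score from integrated fluorescence ratio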
# ANO1 activ: mouse TMEM16A channel activation, primary screen. Q8BHY3. HEK293 TMEM16A/YFP-H148Q/I152L, iodide quench fluorescence; active compounds read low. B-score at 10 µM. 0.3% of 340,000 active;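 active means fluorescence-ratio B-score plate-corrected deviation score at least 3 library SD below zero, with starting fluorescence score within 5 deviations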;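 further: channel opened by trigger with iodide after compound preincubation; score built on the fluorescence ratio of max minus min over baseline; more negative score means more quench and so TMEM16A activation or potentiation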
# Active calls of the source: *; i = inactive; ? = inconclusive; nt = not tested or not shown.
No.	mol	KCNQ1 block	HDAC3 inh	KCNQ1 pot	KCNK3 inh	TMEM16A inh	RGS4 inh
1	CC(=O)Oc1cc2c(C(=O)NCCN3CCOCC3)c(C)oc2c2ccccc12	i	nt	i	i	i	i
2	O=C(N/N=C/c1ccco1)C1CCCC1	i	3.7	i	i	i	i
3	O=C(NCc1cccc(C(F)(F)F)c1)N1CCN(S(=O)(=O)c2ccccc2F)CC1	i	-3.3	i	i	i	i
4	COc1cc([N+](=O)[O-])cc(/C=N/NC(=O)CSc2nnc(-c3ccccc3)n2C)c1O	i	-5.8	i	nt	i	i
5	CCCOC(=O)CC1C(=O)NCCN1Cc1ccc(F)cc1 (stereo not given)	i	7.0	i	i	i	i
6	COc1ccc(CCNC(=O)C2CCN(S(=O)(=O)c3ccc(OC)c(OC)c3)CC2)cc1OC	i	-0.3	i	i	i	i
7	COc1ccc(N2CCN(CC(=O)Nc3ccc(C)cc3)CC2)cc1	i	-4.0	i	i	i	i
8	COC(=O)CC1=NN(c2ccccc2)C(=O)C1	i	16.5	i	i	i	i
9	Cc1cc2ccccc2n1CCNCc1c(C(=O)N2CCOCC2)nc2ccccn12	i	0.2	i	i	i	i
10	Clc1nccnc1-c1ccccc1	i	-8.8	i	i	i	i
11	CCc1ccccc1N(CC(=O)NC1CCCC1)C(=O)CNC(=O)c1cccs1	i	1.3	i	i	i	i
12	CN(CCCC(=O)NCc1ccccc1)S(=O)(=O)c1ccc([N+](=O)[O-])cc1	i	0.7	i	i	i	i

No.	hERG protect	SKKanGAS inh	KCNK9 inh	RGS4 pot	ANO1 activ
1	-8.5	0.3	i	i	i
2	-10.0	-1.5	i	i	i
3	-5.6	-8.6	i	i	i
4	-10.7	4.9	i	i	nt
5	-17.2	-3.4	i	i	i
6	-0.1	10.7	i	i	nt
7	-3.2	-3.3	i	i	i
8	-9.9	1.0	i	i	i
9	-8.9	-5.9	i	i	i
10	-9.8	-3.2	i	i	i
11	-3.5	-1.4	i	i	i
12	-7.2	3.4	i	i	i

# The listing continues:
No.	mol	KCNQ1 block	HDAC3 inh	KCNQ1 pot	KCNK3 inh	TMEM16A inh	RGS4 inh
13	Cc1cc(C)c(C(=O)N2CCCC(N3CCN(c4cccc(C(F)(F)F)c4)CC3)C2)o1 (stereo not given)	i	0.6	i	i	i	i
14	Cc1nc2ccccc2c(=O)n1/N=C/c1cccnc1	i	9.3	i	i	i	i
15	N#CC1=C(N)OC2=C(C(=O)CCC2)C1c1cc2c(cc1Br)OCO2 (stereo not given)	i	-2.9	i	i	i	i
16	COc1ccccc1N(C)S(=O)(=O)c1ccc(C(=O)Nc2ccc3nc(C)sc3c2)cc1	i	-3.6	i	i	i	i
17	CCOc1ccc(/C=N/NC2=NCCCCC2)cc1	i	-6.4	i	i	i	i
18	CC(=O)NC(Cc1cccc(C)c1)C(=O)NC1CCN(C(=O)NCc2ccccc2)CC1 (stereo not given)	i	nt	i	i	nt	i
19	Cc1ccc(C(=O)N2CCc3ccccc32)cc1[N+](=O)[O-]	i	2.5	i	i	i	i
20	CCN1C(=O)/C(=C/C=C2\C=CN(CC)c3ccccc32)SC1=S	i	5.9	i	i	i	i
21	CN(CC1CCCO1)S(=O)(=O)c1ccc(C(=O)Nc2ccc(F)cc2)cc1 (stereo not given)	i	-6.1	i	i	i	i
22	CN(C)S(=O)(=O)c1ccc(C(=O)OCCCN=C2NS(=O)(=O)c3ccccc32)cc1	i	-1.7	i	i	i	i
23	COc1ccccc1C(=O)CSc1nnc(-c2ccco2)o1	i	2.4	i	i	i	i
24	CCOc1ccc(NC(=O)c2ccc3c(SCC(=O)O)c4c(nc3c2)CCCC4)cc1	i	0.1	i	i	i	i

No.	hERG protect	SKKanGAS inh	KCNK9 inh	RGS4 pot	ANO1 activ
13	-15.9	-5.7	i	i	i
14	-10.9	-0.1	i	i	i
15	-8.2	-4.0	i	i	i
16	-6.6	16.1	i	i	i
17	-10.7	-7.7	i	i	i
18	-6.2	3.1	i	i	i
19	-1.2	1.1	i	i	i
20	-6.3	5.6	i	i	i
21	-5.9	?	i	i	i
22	-0.6	-1.7	i	i	i
23	-3.2	1.3	i	i	i
24	0.2	7.1	i	i	i

# Additional structures follow.
No.	mol	KCNQ1 block	HDAC3 inh	KCNQ1 pot	KCNK3 inh	TMEM16A inh	RGS4 inh
25	CC1CCCN(C(=O)c2ccc(NS(=O)(=O)c3cccc([N+](=O)[O-])c3)cc2)C1 (stereo not given)	i	-1.6	i	i	i	i
26	CC(=O)Nc1cccc(C(=O)Nc2ccccc2C(=O)O)c1	i	1.9	i	i	i	i
27	Cc1ccc(NC(=O)Cc2nnc(SCC(=O)NC3CCCC3)n2C)c(C)c1	i	8.0	i	i	i	i
28	NC(=O)C1CCCN(S(=O)(=O)c2ccc(Br)cc2)C1 (stereo not given)	i	-1.0	i	i	i	i
29	COc1cc(C(=O)OC(C)C(=O)N2CCc3ccccc3C2)ccc1OCC(=O)N1CCOCC1 (stereo not given)	i	1.2	i	i	i	i
30	CSC(=Nc1ccccc1)C(C#N)c1nc2ccccc2[nH]1 (stereo not given)	i	5.0	i	i	i	i
31	COc1ccc(/C(C)=N/NC(=O)CNC(=O)c2ccncc2)c(OC)c1	i	0.2	i	i	i	i
32	O=C1CC(SC(=Nc2ccccc2)Nc2ccccc2)C(=O)N1c1ccc(Cl)cc1 (stereo not given)	i	-7.8	i	i	i	i
33	NS(=O)(=O)c1ccc(CNC(=O)Cc2ccccc2[N+](=O)[O-])cc1	i	4.3	i	i	i	i
34	COc1ccc(CCNc2ccc(C(CC(N)=O)NC(=O)c3cc(C)cc(C)c3)cc2[N+](=O)[O-])cc1 (stereo not given)	i	-1.1	i	i	i	i
35	CC(C)OC(=O)c1cc2c(ccn2-c2ccc(F)cc2)n1CC(=O)N1CCN(C(=O)c2ccco2)CC1	i	-4.9	i	i	i	i
36	CCOc1ccc(N2CC(=O)Nc3ccccc3NCC2=O)cc1	i	5.5	i	i	i	i

No.	hERG protect	SKKanGAS inh	KCNK9 inh	RGS4 pot	ANO1 activ
25	-17.3	5.9	i	i	i
26	2.8	-0.1	i	i	i
27	-10.1	-3.7	i	i	i
28	-10.2	-2.9	i	i	i
29	-3.5	0.7	i	i	i
30	-8.7	-0.3	i	i	i
31	-9.2	-1.4	i	i	i
32	-2.8	17.8	i	i	i
33	-12.7	0.8	i	i	i
34	-7.8	7.7	i	i	i
35	-16.8	37.0	i	i	i
36	-12.3	1.6	i	i	i

# Continuation.
No.	mol	KCNQ1 block	HDAC3 inh	KCNQ1 pot	KCNK3 inh	TMEM16A inh	RGS4 inh
37	N#CC1=C(N)Oc2n[nH]c(-c3cccs3)c2C1c1ccoc1 (stereo not given)	nt	-1.4	nt	i	i	nt
38	CC(C)(C)Cn1c(=O)[nH]c(=O)c2cc([N+](=O)[O-])cnc21	i	3.7	i	i	i	i
39	CCc1ccc(-c2nc(CSCC(=O)N3CCN(c4ccccn4)CC3)c(C)o2)cc1	i	-7.1	i	i	100*	i
40	O=C(COc1ccccc1Cl)OCC(=O)N1CCN(S(=O)(=O)c2ccccc2)CC1	i	-7.3	i	i	i	i
41	Cc1cccc(NC(=O)NN2CCN(C)CC2)c1C	i	-0.9	i	i	i	i
42	COc1c(C)cc(C(=O)C2CCCN(C(=O)c3cc(C)on3)C2)cc1C (stereo not given)	i	9.5	i	i	i	i
43	COC(=O)c1ccc(N2C(=O)CC(NCc3ccccc3)C2=O)cc1 (stereo not given)	i	3.8	i	i	i	i
44	COC(=O)c1c(SCC(=O)Nc2ccc(C)cc2)nc(=O)[nH]c1C	i	4.7	i	i	i	i
45	COC(=O)Nc1c(C)nn(Cc2ccccc2C)c1C	i	-17.7	i	i	i	i
46	COc1ccc(N2CCN(C(=S)Nc3ccccc3OC)CC2)cc1	i	2.5	i	i	i	i
47	Cc1cc(=O)[nH]c(N2CCOCC2)n1	i	7.6	i	i	i	i
48	O=C(CSc1ccc(Br)cc1)N1CCOCC1	i	2.5	i	i	i	i

No.	hERG protect	SKKanGAS inh	KCNK9 inh	RGS4 pot	ANO1 activ
37	nt	13.5	nt	nt	i
38	-6.2	-10.4	i	i	i
39	-33.0	5.4	i	i	i
40	-3.1	4.8	i	i	i
41	-5.8	-13.5	i	i	i
42	-5.5	4.9	i	i	i
43	-6.1	-8.9	i	i	i
44	-8.2	11.2	i	i	i
45	-9.9	-2.3	i	i	i
46	-8.3	0.4	i	i	i
47	-5.5	-26.8	i	i	i
48	-6.1	-4.9	i	i	i

# Some of the entries above in another layout:
cpd	compound	KCNQ1 block	HDAC3 inh	KCNQ1 pot	KCNK3 inh	TMEM16A inh	RGS4 inh	hERG protect	SKKanGAS inh	KCNK9 inh	RGS4 pot	ANO1 activ
44	COC(=O)c1c(SCC(=O)Nc2ccc(C)cc2)nc(=O)[nH]c1C	i	4.7	i	i	i	i	-8.2	11.2	i	i	i
45	COC(=O)Nc1c(C)nn(Cc2ccccc2C)c1C	i	-17.7	i	i	i	i	-9.9	-2.3	i	i	i

# Other records follow:
No.	mol	KCNQ1 block	HDAC3 inh	KCNQ1 pot	KCNK3 inh	TMEM16A inh	RGS4 inh
49	O=C(Nc1ccc(N2CCOCC2)cc1)c1cc2ccccc2o1	i	-7.8	i	i	i	i
50	Cc1cc(=O)n2nc(N3CCCC3C(=O)NCc3ccccn3)sc2n1 (stereo not given)	i	2.7	i	i	i	i
51	O=C(COC(=O)c1nc(-c2ccccc2)n(-c2cccc(C(F)(F)F)c2)n1)NCc1cccs1	i	1.3	i	i	i	i
52	CN1C(=O)C(C)(C)c2cc(S(=O)(=O)N3CCC(C(=O)NCc4ccc(F)cc4)CC3)ccc21	i	1.7	i	i	i	i
53	Cc1cc2c(cc1C)CSC(c1ccc3ccccc3c1O)SC2	i	-2.7	i	i	i	i
54	COc1ccc(CNC(=O)COc2cc(O)c3c(c2)OC(C)(C)CC3=O)cc1	i	-2.0	i	i	i	i

No.	hERG protect	SKKanGAS inh	KCNK9 inh	RGS4 pot	ANO1 activ
49	-10.9	-11.9	i	i	i
50	-5.5	-10.2	i	i	i
51	-10.2	-2.8	i	i	i
52	-12.5	-2.3	i	i	i
53	-12.3	6.6	i	i	i
54	-6.3	5.4	i	i	i
